RBX1-CUL1 inh: human ROC1-CUL1 E3 ligase inhibition; inhibition, % at 10 µM; in vitro K48 di-Ub FRET, acceptor:donor ratio, 45 min; 140,000 tested, 0.6% active; P62877+Q13616; in the data active = inhibition above about 25%
Target sequence (P62877 whole entry, looked up): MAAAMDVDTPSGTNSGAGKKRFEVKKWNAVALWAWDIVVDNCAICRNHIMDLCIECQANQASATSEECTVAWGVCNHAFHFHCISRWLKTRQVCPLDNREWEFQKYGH
Target sequence (Q13616 whole entry, looked up): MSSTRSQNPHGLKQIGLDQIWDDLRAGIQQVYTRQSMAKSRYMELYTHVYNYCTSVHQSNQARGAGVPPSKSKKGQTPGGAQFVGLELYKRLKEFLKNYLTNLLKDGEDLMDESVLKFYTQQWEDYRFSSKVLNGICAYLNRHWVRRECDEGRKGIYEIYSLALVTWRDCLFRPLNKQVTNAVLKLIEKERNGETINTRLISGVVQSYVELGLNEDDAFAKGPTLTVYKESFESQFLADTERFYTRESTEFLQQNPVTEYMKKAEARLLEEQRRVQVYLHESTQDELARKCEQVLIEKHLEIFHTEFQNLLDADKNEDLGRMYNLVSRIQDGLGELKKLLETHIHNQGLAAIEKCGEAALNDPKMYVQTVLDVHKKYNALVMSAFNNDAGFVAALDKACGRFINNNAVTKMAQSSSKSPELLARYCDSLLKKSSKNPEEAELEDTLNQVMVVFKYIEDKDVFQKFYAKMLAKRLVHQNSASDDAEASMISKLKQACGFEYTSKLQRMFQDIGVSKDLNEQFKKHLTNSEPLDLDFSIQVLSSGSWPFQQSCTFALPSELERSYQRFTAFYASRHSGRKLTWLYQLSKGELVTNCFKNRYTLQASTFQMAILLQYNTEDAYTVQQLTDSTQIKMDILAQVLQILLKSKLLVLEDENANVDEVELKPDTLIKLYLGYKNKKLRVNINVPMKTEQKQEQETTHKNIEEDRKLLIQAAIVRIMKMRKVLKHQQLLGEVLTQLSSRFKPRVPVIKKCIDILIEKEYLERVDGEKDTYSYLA
The depositor's hits bear a star. A portion of the library (hit frequency here may not be typical).

SMILES | RBX1-CUL1 inh
O=C(NC1CCCCC1)C1c2ccccc2C(=O)N1Cc1ccccc1 (stereo not given) | 2
COC(=O)c1cc(NS(C)(=O)=O)ccc1O | 1
CCOc1ccc(NC(=O)c2cc(=O)c3ccc(C)c(C)c3o2)cc1 | -4
CC(Oc1ccccc1)C(=O)Nc1ccc(C(=O)OCc2cc(=O)n3ccsc3n2)cc1 (stereo not given) | -6
O=C1OC(c2ccc3ccccc3c2)=N/C1=C\c1cccc(Oc2ccc([N+](=O)[O-])cc2[N+](=O)[O-])c1 | -3
O=C(c1ccc(N2CCN3CCCC3C2)nc1)N1CCC(Cn2cccn2)CC1 (stereo not given) | 4
CCCCCCSc1nnc2c(n1)OC(c1sccc1C)N(C(C)=O)c1ccccc1-2 (stereo not given) | 5
CCN(CC)c1ccc(NC(=O)c2cccn2-c2nnc(N3CCCCC3)s2)c(C)c1 | -11
COc1ccc(NC(=O)CC2C(=O)N(c3cccc(C)c3)C(=O)N2Cc2cccnc2)cc1 (stereo not given) | -6
CCCn1cnc2sc(CC)cc2c1=O | 5
Cc1ccc(C2=NN(S(C)(=O)=O)C(c3cc4cc5c(cc4nc3Cl)OCCO5)C2)cc1 (stereo not given) | 2
COCCNC(=O)CSc1nc(-c2cc(OC)c(OC)c(OC)c2)[nH]c1-c1ccc(Cl)cc1 | -9
CCOC(=O)c1c(NC(=O)CSC2=NC(=N)CC(=O)N2)sc2c1CCC2 | 2
COc1ccc(C2CC(c3ccc(C)o3)=NN2C(C)=O)cc1 (stereo not given) | 1
COCCOc1ccc(C(=O)N2CCOCC2)cc1Br | -2
CNC(=O)Cn1c(C)n[nH]c1=S | -1
COc1cccc(C(=O)NC(=S)Nc2cc([N+](=O)[O-])ccc2F)c1 | -12
O=C(O)C(Cc1ccccc1)NCc1c(O)ccc2c(=O)c(Oc3ccccc3)coc12 (stereo not given) | 6
O=C1ON=C(c2ccccc2)C1C=Nc1cc(C(F)(F)F)ccc1Cl (stereo not given) | -2
O=C(NCc1ccccc1Cl)c1cnc(N2CCCCC2)c2ccccc12 | -2

The final 5 records of the part before lead into the next.
SMILES | RBX1-CUL1 inh
CNC(=O)Cn1c(C)n[nH]c1=S | -1
COc1cccc(C(=O)NC(=S)Nc2cc([N+](=O)[O-])ccc2F)c1 | -12
O=C(O)C(Cc1ccccc1)NCc1c(O)ccc2c(=O)c(Oc3ccccc3)coc12 (stereo not given) | 6
O=C1ON=C(c2ccccc2)C1C=Nc1cc(C(F)(F)F)ccc1Cl (stereo not given) | -2
O=C(NCc1ccccc1Cl)c1cnc(N2CCCCC2)c2ccccc12 | -2
CCN(CC)C(=O)c1sc(NC(=O)c2sc3cc(C)ccc3c2Cl)c(C#N)c1C | 8
CC1=NN(C(=O)c2cc3nc(-c4ccccc4)cc(C(F)(F)F)n3n2)C(O)(C(F)(F)F)C1 (stereo not given) | -2
O=C(O)c1cccnc1SC1CC(=O)N(c2ccc(N3CCOCC3)cc2)C1=O (stereo not given) | 4
CN(Cc1c(C(=O)N2CCCCCCC2)nc2sccn12)CC(O)c1ccccc1 (stereo not given) | 4
COc1ccc(NC(=O)c2cccc(C(F)(F)F)c2)cc1 | 7
Cc1ccc(-n2c(C)c(C)n3c4c(=O)n(C)c(=O)n(C)c4nc23)cc1C | -2
CN1C(=O)C(N=Nc2cccc(C(=O)O)c2)N(C)C1=S (stereo not given) | 3
Cc1ccc2c(=O)cc(C(=O)Nc3c(C(=O)c4ccccc4)oc4ccccc34)oc2c1C | 0
COc1cc(C=C2C(=O)OC3(CCCCC3)OC2=O)cc(OC)c1OC | 8
O=C(NC1(C(F)(F)F)NC(=O)N(c2ccc(OC(F)(F)F)cc2)C1=O)c1cccs1 (stereo not given) | -7
CCc1[nH]nc2c1C(c1ccc(OC)cc1OC)C(C#N)C(=N)O2 (stereo not given) | 1
CCC(=O)c1ccc(O)c(CC=C(C)C)c1 | -3
CC(=O)c1cc2c(cc1NC(=O)C1CCC1)OCO2 | 3
CCOC(=O)c1c(-c2cc(OC)c(OC)c(OC)c2)csc1NC(=O)c1ccc(F)c(F)c1 | 1
O=c1cc(CCCn2cncn2)nc2nc(-c3ccc(F)cc3)[nH]n12 | 3
CC(=O)c1ccc(N2CCN(C(=O)Nc3ccc(C(C)C)cc3)CC2)cc1 | -4
O=c1c2ccccc2cnn1-c1nc2ccccc2[nH]1 | -5
CCCNC(=O)c1cnc2sc3c(n2c1=O)CCCC3 | 2
COc1cc(OC)c(C2CC(C(=O)O)=Nc3ncnn32)cc1OC (stereo not given) | -3
CCCC1CCC(=C(C#N)C(N)=O)CC1 (stereo not given) | -8
CCOc1ccccc1C(=O)N1CC(=O)Nc2ccc(C)cc2C1c1ccccc1 (stereo not given) | -2
CCCc1sc(N2CCN(S(=O)(=O)c3ccc(C)cc3)CC2)nc1-c1ccccc1 | -4
CCCN1CC2=C(OC(=N)C(C#N)C2c2ccc(OC)cc2)/C(=C/c2ccc(OC)cc2)C1 (stereo not given) | 5
C/C=C/c1ccc(Oc2nnnn2-c2ccc(C(N)=O)cc2)c(OC)c1 | 12
Cc1ccc(NC(=O)CCCc2ccccc2)c(NC(=O)CCCc2ccccc2)c1 | 4
CN1C2=C(C(=O)CCC2)C(c2cc(Cl)ccc2OCC(=O)Nc2ccccc2)C2=C1CCCC2=O | 1
O=C(CCC1CCCN(Cc2cccc3c2OCO3)C1)N1CCCC1 (stereo not given) | -4
COc1ccc(C2CC(C(F)(F)F)n3ncc(C(=O)Nc4cc(Cl)ccc4O)c3N2)cc1OC (stereo not given) | 2
O=C(NCCc1c[nH]c2ccccc12)c1ccc(C(F)(F)F)cc1 | 3
CCN(C(=S)NC(=O)c1ccc(Br)o1)c1ccccc1 | 6
CC(C)N(CC1CCC(=O)N1)C(=O)c1cn(CCCc2ccccc2)nn1 (stereo not given) | -3
CCc1noc(C)c1C(=O)NCCOC | 0
O=c1oc(-c2ccc(C(F)(F)F)cc2)nc2c1oc1ccc(Cl)cc12 | -6
Cc1cc(C(=O)Nc2ccc(S(=O)(=O)N3CCCCC3C)cc2)no1 (stereo not given) | 0
Cc1c(C)n(Cc2ccc(F)cc2)c2ccc(C(=O)Nc3ccc(Cl)cc3)cc12 | 2
CSc1ccc(S(=O)(=O)N2CCC(C(=O)N3CCCC3)CC2)cc1 | 12
CCOCc1nc(-c2c(C)ncc3c2CCN(C(=O)C2CCCNC2)C3)no1 (stereo not given) | 8
COC(=O)c1c(-c2ccc(Br)cc2)csc1NC(=O)c1cccnc1Cl | 2
O=C(C1CCN(c2nc(-c3ccccc3)nc3c2CCC3)CC1)N1CCCC(O)C1 (stereo not given) | -5
COC(=O)c1ccc(Sc2nc3sc4c(c3c(=O)n2-c2ccccc2)CCCC4)c([N+](=O)[O-])c1 | 12
O=C(Nc1ccc(-c2ccco2)cc1)C1CCCN(C(=O)CCN2CCCCCC2=O)C1 (stereo not given) | 0
CC(C)N1C(=O)C(C(=O)C(C)(C)C)=C(C(C)(C)C)OC12OC(C(C)(C)C)=C(C(=O)C(C)(C)C)C(=O)N2C(C)C | 5
Cc1ccc(C=C2C(=O)OC(C)(C(C)(C)C)OC2=O)cc1 (stereo not given) | 2
COc1ccc(Cn2c(C(=O)O)c(CNC3CCCC3)c3ccc(OC)cc32)cc1 | 7
O=C(COc1ccccc1)Nc1ccc(OCc2cc(=O)n3ccsc3n2)cc1 | 2
CCOC(=O)c1[nH]c2ccccc2c1NC(=O)CNc1nccs1 | 1
CCOC(=O)C(C)(C)C(=O)c1ccc2cc(OC)ccc2c1 | 1
O=C(CCCn1c(=O)c2sccc2n(Cc2ccc(Cl)cc2)c1=O)NCc1ccc2c(c1)OCO2 | 0
COCC1CCCCN1C(=O)c1cc(COc2ccc(F)c(F)c2)on1 (stereo not given) | 2
C=CCN1C(=O)/C(=C\c2ccc(OCc3ccccc3C#N)cc2)C(=O)NC1=S | -9
CCOc1ccc(Cc2nc(N)nc(N)n2)cc1 | 7
CC(=O)Nc1cccc(NC(=O)CSc2cn(CC(=O)N3CCCC3)c3ccccc23)c1 | -6
CC1(C)Cc2nc3sc4c(=O)[nH]nnc4c3cc2CO1 | 7
C=CCc1cc(CC2=NC(=S)N(c3ccccc3)C2=O)cc(OC)c1OCc1ccccc1C#N | 3
Cc1cc(C)cc(CSCC(=O)N/N=C/c2ccc(OCc3ccccc3)cc2)c1 | 0
Cc1ccc(-c2cc(C(=O)N3N=C(C(F)F)CC3(O)C(F)F)c3ccccc3n2)c(C)c1 (stereo not given) | 2
COc1ccc(NC(=O)Cn2nc(C)c3c(C)n(-c4ccccc4)nc3c2=O)cc1OC | -5
COc1ccc(N2CCN(c3cc(C)nc4nncn34)CC2)cc1 | -10
Cc1ccc(CNC(=O)CN2C(=O)C3(SCC(=O)N3c3ccc(F)c(F)c3)c3ccccc32)cc1 (stereo not given) | -3
CC[C@H](C)[C@H](NC1CCN(c2ccc(C(=O)N3CCN(CC)CC3)cc2)CC1)C(=O)OC | 1

Remaining list, next part:
SMILES | RBX1-CUL1 inh
COc1ccc(OC)c(CNc2nc3ccc(C)cc3n3nnnc23)c1 | -1
CCOC(=O)c1c(C)n(-c2ccc(C)cc2)c2c(CC(C)=O)c(Br)c(OC)c(O)c12 | 0
COC(=O)c1sccc1NC(=O)C1CCCO1 (stereo not given) | 3
CCCCCn1c(=O)[nH]c2cc(C(=O)Nc3ccc(F)c(F)c3)ccc2c1=O | 1
CCOC(=O)c1noc2ncn(CC(=O)Nc3cccc(C(F)(F)F)c3)c(=O)c12 | -7
COc1ccc(Cl)cc1C(=O)Nc1sc2c(c1C(=O)OC(C)C)CCCC2 | 2
O=C1C2CCCCN2C(=O)N1CCN1CCN(c2cccc(Cl)c2)CC1 (stereo not given) | 7
CC(C)(C)c1ccc(C(=O)Oc2ccccc2[N+](=O)[O-])cc1 | -2
CC1=NN(c2ccccc2)C(=O)/C1=C(/C=C/c1ccc2c(c1)OCO2)c1ccc(C)cc1 | 2
COc1ccc(Cc2nnc(SCC(=O)Nc3cccc(C(F)(F)F)c3)o2)cc1 | 6
CCOC(=O)N1CCN(Cc2nc3cc(NC(=O)c4ccccc4Cl)ccc3n2C(C)C)CC1 | 4
CCCc1sc(C(=O)NCC2CCCO2)cc1Br (stereo not given) | 5
CCn1c(=O)c2c(nc3n2CCCN3c2cccc(C)c2)n(C)c1=O | 0
CC(C)(C)O[C@H]1CCC[C@H]2CC(=O)CC[C@@]21C | 1
Cc1ccc(/C=C/c2onc(C)c2S(=O)(=O)N2CCC(C(=O)Nc3cc(C)ccc3C)CC2)cc1 | -9
CC(=O)ONc1ccc2c(c1)CCS2(=O)=O | -1
COc1ccc(N(C)C(=O)Cn2cnc3sc(C)c(S(=O)(=O)N4CCN(c5ncccn5)CC4)c3c2=O)cc1 | 0
O=C(Nc1cccc(O)c1)c1cccc2ccccc12 | -3
O=C(c1ccc(S(=O)(=O)N2CCOCC2)cc1)N1CCN(C2NS(=O)(=O)C3CCCCC23)CC1 (stereo not given) | -2
COc1ccccc1/C=C1/N=C(c2cccc(C)c2)N(c2ccccc2)C1=O | -6

Some of the entries so far, as labelled records.
CC1=NN(c2ccccc2)C(=O)/C1=C(/C=C/c1ccc2c(c1)OCO2)c1ccc(C)cc1
- RBX1-CUL1 inh: 2
COc1ccc(Cc2nnc(SCC(=O)Nc3cccc(C(F)(F)F)c3)o2)cc1
- RBX1-CUL1 inh: 6

(continued)
SMILES | RBX1-CUL1 inh
Cc1nc(SCC(=O)c2ccc(F)c(C)c2)n[nH]1 | 0
Cc1ccccc1N1CC(c2nc3ccccc3n2Cc2ccc(Br)cc2)CC1=O (stereo not given) | 11
Cc1ccc(Nc2nc(C(F)(F)F)c(-c3ccccc3F)s2)cc1 | -3
Cc1ccsc1CN(Cc1ccco1)c1cnc(S(C)(=O)=O)nc1C(=O)Nc1ccc(Cl)cc1 | -6
O=C(c1cccnc1)c1conc1C(=O)c1ccco1 | 5
Cc1ccccc1OCC(=O)Nc1cc(-c2cccc(Br)c2)nn1-c1ccccc1 | -4
CCc1ccc(NC(=O)Nc2nnc(N(C)C3CCCCC3)s2)cc1 | 1
O=C(Nc1ccc(F)cc1)C1C(c2ccccc2)C1(Cl)Cl (stereo not given) | -4
CCOC(=O)c1c(NC(=O)COc2ccc(OC)cc2)sc(C(=O)N(CC)CC)c1C | -2
Cc1cccc(NCc2nnc(SCC(=O)N/N=C/c3ccc(Cl)cc3)n2-c2ccc(Cl)cc2Cl)c1 | -4
Cc1ccc(C)c(Cn2nnc(C(=O)NCc3ccccc3)c2N)c1 | -7
COc1ccc(NC(C)=O)cc1[N+](=O)[O-] | 2
Cc1ccc(-n2nc(-c3ccccc3)c3nc4ccccc4nc32)cc1 | 5
CCS(=O)(=O)N1CCCC(C(=O)Nc2cccc(Br)c2)C1 (stereo not given) | 4
CCN(CC)c1ccc(/C=N/NC(=O)Cn2cnc([N+](=O)[O-])n2)cc1 | 2
COc1ccc(OC)c2sc(NC(=O)c3ccc(S(=O)(=O)N4CCCC4)cc3)nc12 | -11
O=C(NCc1cccnc1)c1nn(-c2ccc(F)cc2)nc1CO | -1
COC(=O)c1c(NC(=O)CCCC(=O)O)sc2c1CCCC2 | -10
Cc1c(NS(C)(=O)=O)cccc1C(=O)NCC(C)C | 6
Nc1nc(Nc2ccccc2F)sc1C(=O)c1ccc(Br)cc1 | -1

Look-ups from above.
CCOc1ccc(NC(=O)c2cc(=O)c3ccc(C)c(C)c3o2)cc1 @ RBX1-CUL1 inh: -4
O=c1oc(-c2ccc(C(F)(F)F)cc2)nc2c1oc1ccc(Cl)cc12 @ RBX1-CUL1 inh: -6

Part of the list above, reformatted:
SMILES	RBX1-CUL1 inh
O=C(c1cccnc1)c1conc1C(=O)c1ccco1	5
O=C(Nc1ccc(F)cc1)C1C(c2ccccc2)C1(Cl)Cl (stereo not given)	-4
CCc1ccc(NC(=O)Nc2nnc(N(C)C3CCCCC3)s2)cc1	1
